GLA spleen mod: alpha-galactosidase A (human) modulation. AID 2107. actives 0.008% (n = 240,000). Potency, µM (top dose mostly 80 µM), for the others: top-dose activity change, negative = inhibition, actives largely listed as inhibitors. human spleen homogenate, 4MU-alpha-Gal fluorescence, 40 min;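 also: 0% = enzyme with vehicle and -100% = no enzyme basal signal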
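Human spleen homogenate (1 ug) as enzyme source, 4-methylumbelliferyl-alpha-D-galactopyranoside 1 mM final, citrate/phosphate pH 5.0 with 0.01% Tween-20. Compounds 40 min at 37C, NaOH/glycine stop; fluorescence Ex 365/Em 440, Hill-fit AC50.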
TR SRC2 fluor cs: counter-screen for TRb-SRC2 inhibitors: fluorescence interference; TRb/SRC2 Texas Red total fluorescence interference; AID 1479; actives 0.29% (n = 280,000); Potency, µM (titrated, usually from 106 µM), without a hit: top-dose fluorescence change, negative = quenching; active = well fitted curve in either direction with a large enough effect; inconclusive = small, poorly fitted or top-dose-only effect
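Human TRb ligand-binding domain at 0.6 uM with 20 nM Texas Red SRC2 peptide in Tris buffer containing 1 uM T3 and 5% DMSO, incubated with compound 5 h at ambient temperature. Total fluorescence (555/632 nm) calculated as parallel + 2 × perpendicular.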
Tau fluor cs: counter-screen for tau fibril formation inhibitors | Potency, µM (doses to about 57.7 µM), for inactives: at the top dose activity change, negative = decrease | tau K18 P301L Alexa594 fluorescence, heparin fibrillization | actives 0.93% (n = 280,000) | AID 1463; also: nearly all actives have a fitted effect of over 55% in size
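Human K18 P301L tau (15 uM unlabeled plus 0.24 uM Alexa 594-labeled, final) in 100 mM sodium acetate pH 7 was mixed with compound and 20 uM heparin and incubated 6 hr at 37 C.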
TRb SRC2 PPI: disrupts binding of human TR beta to SRC2 | P10828 | TRbeta-SRC2 peptide binding, fluorescence polarization; receptor liganded with 1 µM T3 | Potency, µM (highest dose often 106 µM), without a hit: at the top dose activity change, negative = inhibition, usual class: inhibitors | actives 0.065% (n = 280,000) | AID 1469;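 also: plate controls were bound peptide for no effect and peptide without receptor for full effect; nearly all actives have a fitted effect of over 50% in size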
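Assay buffer: 20 mM Tris-HCl, 100 mM NaCl, 10% glycerol, 1 mM EDTA, 0.01% NP-40, 1 mM DTT, 1 uM T3, 5% DMSO; TRb LBD 0.6 uM, Texas Red SRC2 20 nM; FP after 5 hr.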
Tau fibril ThT: inhibitors of human tau fibril formation, thioflavin T binding. actives 2.1% (n = 270,000). P10636. recombinant tau K18 P301L (four-repeat tau fragment), heparin-induced fibrillization, ThT fluorescence. Potency, µM (top dose mostly 57.4 µM), for the others: top-dose activity, negative = inhibition, actives largely listed as inhibitors; also: nearly all actives have a fitted effect of over 55% in size
Target sequence (P10636 561-689 P618L limits assumed): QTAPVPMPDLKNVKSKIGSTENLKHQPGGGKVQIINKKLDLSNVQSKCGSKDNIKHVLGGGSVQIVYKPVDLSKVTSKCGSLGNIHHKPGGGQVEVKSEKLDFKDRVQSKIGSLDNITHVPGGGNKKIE
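Aggregation was driven by heparin (20 uM final) acting on recombinant tau […] bearing P301L in 100 mM sodium acetate pH 7; fibrils were detected with Thioflavin T.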
L3MBTL1 inh: blocks human L3MBTL1 | AlphaScreen L3MBTL1–H3K9me1 peptide binding | Potency, µM (series often up to 57.1 µM), without a hit: at the top dose activity, negative = inhibition, usual class: inhibitors | actives 0.66% (n = 230,000); also: nearly all actives have a fitted effect of over 60% in size
Target sequence (Q9Y468 whole entry, looked up): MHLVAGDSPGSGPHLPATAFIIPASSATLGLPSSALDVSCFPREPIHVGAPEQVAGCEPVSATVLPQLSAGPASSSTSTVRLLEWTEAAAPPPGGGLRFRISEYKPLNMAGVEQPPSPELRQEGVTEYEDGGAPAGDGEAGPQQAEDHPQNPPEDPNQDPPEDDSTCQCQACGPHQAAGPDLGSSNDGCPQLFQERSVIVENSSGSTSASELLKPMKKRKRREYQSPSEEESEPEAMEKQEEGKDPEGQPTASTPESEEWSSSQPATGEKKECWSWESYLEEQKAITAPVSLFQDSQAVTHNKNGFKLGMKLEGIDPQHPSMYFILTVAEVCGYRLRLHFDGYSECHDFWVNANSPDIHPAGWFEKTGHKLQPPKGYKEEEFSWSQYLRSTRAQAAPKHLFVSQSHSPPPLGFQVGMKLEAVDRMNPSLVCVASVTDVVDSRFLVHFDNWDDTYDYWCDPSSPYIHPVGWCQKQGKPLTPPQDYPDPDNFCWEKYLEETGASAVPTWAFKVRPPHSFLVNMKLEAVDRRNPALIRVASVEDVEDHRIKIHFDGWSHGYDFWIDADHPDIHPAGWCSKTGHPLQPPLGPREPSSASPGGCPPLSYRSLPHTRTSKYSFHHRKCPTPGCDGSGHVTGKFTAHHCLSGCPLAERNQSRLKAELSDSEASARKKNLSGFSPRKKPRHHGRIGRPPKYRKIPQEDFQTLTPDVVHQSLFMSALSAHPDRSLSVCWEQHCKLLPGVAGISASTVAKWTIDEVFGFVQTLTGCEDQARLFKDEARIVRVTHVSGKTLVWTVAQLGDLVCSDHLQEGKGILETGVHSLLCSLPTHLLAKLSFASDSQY
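AlphaScreen assay: L3MBTL1 (50 nM final) was preincubated 30 min at room temperature with biotinylated H3(1-15)K9me1 peptide (75 nM final), then 30 min with library compounds; streptavidin donor and nickel chelate acceptor beads (10 ug/mL final) added, 30 min dark.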
Tau FP inhib: inhibitors of human tau fibril formation | K18 P301L tau heparin fibrillization, Alexa594 FP, 6 h | Potency, µM (doses to about 57.7 µM), for inactives: at the highest dose activity, negative = inhibition, most hits filed as inhibitors | P10636 | actives 0.39% (n = 280,000); also: nearly all actives have a fitted effect of over 55% in size
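FP of Alexa 594-tau after heparin (20 uM) induction. Substrate: human K18 P301L, 15 uM unlabeled, 0.24 uM labeled. Buffer 100 mM sodium acetate pH 7. 6 hr, 37 C.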
ALDH1A1 block: ALDH1A1 (human) enzyme inhibition. AID 1030. Potency, µM (top dose mostly 75.3 µM), for inactives: at the top dose activity, negative = inhibition, usual class: inhibitors. actives 7.3% (n = 220,000). P00352. Purified ALDH1A1, NADH fluorescence, propionaldehyde substrate; active = well fitted inhibition curve with a large enough effect, not every such curve was filed as active; inconclusive = small, poorly fitted or top-dose-only effect, or another doubt; inactive = no such curve, though single readings can be large or run the other way;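 also: plate controls were no enzyme wells and a reference inhibitor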
Starred values were filed as active, the others as inactive; ? = inconclusive; . = not tested or not shown; [ ] = dose if it differs, or a comment. Unless noted, calls follow the shape of the dose curve; as a rule, active = well fitted curve in the direction sought with a large enough effect; inconclusive = small, poorly fitted or top-dose-only effect, or another doubt; inactive = no such curve, though single readings can be large; an effect the other way counts as inactive or inconclusive. Unless noted, % is scaled to controls: 0 for no effect and ±100 for the full control effect; potency is read from the fitted curve at half-maximal effect.

| SMILES | GLA spleen mod | TR SRC2 fluor cs | Tau fluor cs | TRb SRC2 PPI | Tau fibril ThT | L3MBTL1 inh | Tau FP inhib | ALDH1A1 block |
| --- | --- | --- | --- | --- | --- | --- | --- | --- |
| CCCCN(C)C(=S)Nc1ccc2nc3n(c(=O)c2c1)CCCCC3 | -6.7% | -1.4% | -1.0% | 8.1% | -6.7% | ? | -5.1% | ? |
| O=C(NCCCN1CCCC1)c1ccc(CS(=O)(=O)c2ccc(Br)cc2)o1 | -1.0% | 1.2% | -6.6% | 12.8% | -13.5% | . | -2.2% | 0.0% |
| CCOC(=O)CNC(=O)CSc1nc2cccnc2n1CC | -0.5% | -0.5% | -0.4% | -26.0% | -2.9% | 7.1% | 4.0% | -4.1% |
| CC(=O)Nc1ccc(SC(C)C(=O)NC(N)=O)cc1 (stereo not given) | 0.6% | -0.7% | -10.5% | 0.8% | -10.1% | . | -6.4% | 8.2% |
| O=C(NCCN1C(=O)S/C(=C\c2cccs2)C1=O)c1ccco1 | -1.4% | -1.7% | -11.5% | 13.1% | ? | . | -11.4% | ? |
| Cc1ccc2[nH]c(=O)cc(C(=O)OC(C)C)c2c1 | 1.3% | -1.6% | 4.8% | 0.3% | -0.8% | 3.9% | ? | ? |
| O=C(Nc1ccccc1)n1ccc(-c2ccc(-n3ccnc3)cc2)n1 | -8.6% | 0.1% | -0.8% | -14.6% | -3.8% | -17.5% | 3.4% | ? |
| O=C(CN1C(=O)NC2(CCCc3ccccc32)C1=O)NCc1ccco1 (stereo not given) | -6.2% | -3.3% | -4.4% | -17.5% | -4.0% | -4.5% | -15.2% | 10.8% |
| COc1cc(OC)cc(C(=O)Nc2cccc(C(C)=O)c2)c1 | 2.6% | 1.8% | -8.1% | 0.2% | -4.5% | 34.1%[activator][11.4 µM] | -10.0% | -11.4% |
| [O-]/[N+](=C\c1ccncc1)c1ccc(Br)cc1 | -4.4% | 0.8% | -25.1% | 0.2% | 31.6µM* | -6.0% | ? | 1.12µM* |
| CC(=O)N1N=C(c2ccc(C)c([N+](=O)[O-])c2)OC1(C)C | -3.4% | -1.0% | 1.3% | 2.4% | -0.5% | 1.8% | 1.5% | 1.2% |
| CN(C)c1nc(/C=C(\C#N)C(N)=O)c(Cl)n1-c1ccc(F)cc1 | -5.8% | -0.4% | -13.1% | 1.5% | -17.4% | . | 4.2% | -1.5% |
| O=C(/C=C/c1ccccc1)c1ccc(NC2=NCCCS2)cc1 | -4.8% | -3.8% | -5.5% | 2.8% | ? | -0.6% | -8.8% | -7.2% |
| O=C(Cn1nc(C(F)(F)F)c2c1CCCCC2)N1CCOCC1 | -0.8% | 0.2% | 0.5% | -0.3% | -4.1% | . | -7.3% | 0.7% |
| CO[C@@H]1COC(=O)C/C=C\[C@@H](C)COC(=O)[C@H](COCc2ccccc2)NC(=O)C/C=C\[C@H]1C | -7.1%[17.5 µM] | 1.7%[11.2 µM] | -14.6%[11.6 µM] | -1.7%[11.2 µM] | -11.2%[11.5 µM] | . | -3.5%[11.6 µM] | -9.9%[13.5 µM] |
| COc1ccccc1NS(=O)(=O)c1cccc(C(=O)N/N=C/c2ccc3c(c2)OCCO3)c1 | -2.3% | 0.1% | ? | 1.9% | 1.2% | -15.7% | ? | ? |
| O=C(c1ccco1)N1CCN(c2c([N+](=O)[O-])nn(-c3ccc(Cl)cc3)[n+]2[O-])CC1 | 0.9% | -0.4% | -21.5% | -3.9% | ? | . | 3.6% | 2.1% |
| COC(=O)c1ccc(COc2ccccc2/C=C(\C#N)C(=O)Nc2ccc(C)cc2C)cc1 | 3.4% | 0.1% | 3.3% | 6.8% | 8.5% | -8.0% | 4.2% | -5.1% |
| COc1ccc(/C=N/NC(=O)Cn2c(Cc3ccc(OC)c(OC)c3)nc3ccccc32)cc1OC | -5.5% | ? | -2.3% | 6.8% | -3.0% | -12.5% | -0.8% | 6.1% |
| CC(C)(C)C(=O)CNS(=O)(=O)c1ccc(S(=O)(=O)NC2CCCC2)cc1 | -14.3% | -1.5% | -4.4% | -9.4% | -5.0% | -4.2% | 5.1% | ? |
| C=CCn1c(SCC(O)Cn2c3ccccc3c3ccccc32)nnc1-c1ccco1 (stereo not given) | 0.5% | -8.3% | -20.5% | -1.2% | ? | . | 1.0% | 4.6% |
| Cc1ccc(C(c2c(O)nc3n(c2=O)CCS3)c2c(O)nc3n(c2=O)CCS3)cc1 | 1.8% | -2.0%[53 µM] | 6.1% | 1.3%[53 µM] | -16.9% | 1.8% | 0.7% | ? |
| CCOc1nc(NCCO)nc(Nc2ccccc2F)n1 | 2.2% | -1.3% | 2.8% | 0.9% | -6.3% | 1.4% | 1.5% | 6.7% |
| CCOC(=O)c1ccc(CNCc2ccccc2)cc1 | -13.1% | -0.8% | 1.6% | 5.0% | -3.2% | 9.9% | 8.9% | -2.2% |
| CC(O)(P(=O)(O)O)P(=O)(O)O | -17.8% | -2.4% | -2.5% | -0.9% | -0.6% | . | 0.2% | 3.1% |
| CN(c1ccc(C(=O)NCCSC(C)(C)C)cc1)S(=O)(=O)c1ccccc1 | 10.8% | -1.5%[53 µM] | -17.5% | 7.8%[53 µM] | 0.4% | -2.8% | -1.8% | -3.4% |
| CCOC(=O)C1CCCN(c2c(N3CCc4ccccc4C3)c(=O)c2=O)C1 (stereo not given) | -4.1% | -1.5% | -9.5% | -1.8% | -7.7% | . | 0.6% | ? |
| CSc1nnc(NC(=O)c2ccc(C)c(S(=O)(=O)N3CCOCC3)c2)s1 | -5.7% | 0.2% | 3.4% | -11.1% | -4.4% | 2.4%[11.4 µM] | -0.1% | ? |
| COc1ccc(-c2csc(NC(=O)CN3C(=O)CCC3=O)n2)cc1 | 4.2% | -1.1% | -5.4% | -6.8% | -2.2% | 2.5% | -3.5% | 11.9% |
| CCOC(=O)C(NC(=O)c1ccc(OC)cc1)(OCC1(CC)COC1)C(F)(F)F (stereo not given) | 7.1% | -2.3% | 7.9% | 0.5% | 9.4% | -0.6% | -1.9% | 13.1% |
| Cc1ccc(OCc2nnnn2-c2ccccc2)cc1 | -0.8% | -2.9% | -8.3% | -5.9% | -8.1% | 14.4% | 7.5% | -10.8% |
| Cc1ccc(-n2c(-c3ccccc3)c[nH]c2=S)cc1 | -14.2% | -3.2% | -14.4% | -3.1% | -4.3% | . | 10.7% | 2.5% |
| COc1ccc(CC(NC(C)=O)C(=O)N2CCN(C(=O)Nc3cccc(Cl)c3)CC2)cc1OC (stereo not given) | 0.6% | -0.7% | 4.8% | 2.2% | 2.2% | 0.4% | -2.4% | 9.8% |
| CN(C)S(=O)(=O)c1ccc(N2CCCC2=O)c([N+](=O)[O-])c1 | -25.8% | -0.9% | 2.8% | -0.4% | 6.8% | 1.4% | 5.5% | 12.8% |
| Cc1nc(Sc2ccccc2)c(C#N)cc1-c1ccccc1 | -14.3% | -1.3% | -12.6% | 2.3% | -12.4% | 41.5%[activator] | -4.9% | ? |
| CC(=O)N/C(=C\c1ccccc1)C(=O)OCC(=O)NC(C)C12CC3CC(CC(C3)C1)C2 (stereo not given) | -0.7% | 5.5% | 5.2% | -1.9% | 8.0% | -15.4% | 9.8% | 7.9% |
| COc1ccccc1N1CCN(C(CNS(=O)(=O)c2ccccc2)c2cccnc2)CC1 (stereo not given) | 7.4% | -3.1% | -16.6% | -3.0% | -18.1% | . | 1.9% | 20µM* |
| O=C(Nc1cc(S(=O)(=O)Nc2ccc(Cl)cc2)ccc1N1CCCCC1)c1ccc(F)cc1 | -1.4% | -1.4% | -24.2% | 1.5% | 5.3% | -5.8% | ? | 28.2µM* |
| CS(=O)(=O)N1CCC(C(=O)NCc2ccc(F)cc2Cl)CC1 | 3.7% | -2.6% | 1.4% | -5.9% | -7.7% | 6.1%[11.4 µM] | 2.6% | 12.6% |
| COc1ccc(C)cc1NC(=O)c1cc(S(=O)(=O)N2CCC(C)CC2)ccc1F | . | -2.2% | ? | 4.8% | -2.9% | . | -15.1% | . |

Quoted at random: 3 records from the list, in no set order.
| SMILES | GLA spleen mod | TR SRC2 fluor cs | Tau fluor cs | TRb SRC2 PPI | Tau fibril ThT | L3MBTL1 inh | Tau FP inhib | ALDH1A1 block |
| --- | --- | --- | --- | --- | --- | --- | --- | --- |
| CC(O)(P(=O)(O)O)P(=O)(O)O | -17.8% | -2.4% | -2.5% | -0.9% | -0.6% | . | 0.2% | 3.1% |
| CCOC(=O)c1ccc(CNCc2ccccc2)cc1 | -13.1% | -0.8% | 1.6% | 5.0% | -3.2% | 9.9% | 8.9% | -2.2% |
| COc1ccccc1N1CCN(C(CNS(=O)(=O)c2ccccc2)c2cccnc2)CC1 (stereo not given) | 7.4% | -3.1% | -16.6% | -3.0% | -18.1% | . | 1.9% | 20µM* |

Next records:
| SMILES | GLA spleen mod | TR SRC2 fluor cs | Tau fluor cs | TRb SRC2 PPI | Tau fibril ThT | L3MBTL1 inh | Tau FP inhib | ALDH1A1 block |
| --- | --- | --- | --- | --- | --- | --- | --- | --- |
| CCN(CC)CCOc1nnc(-c2ccc(C)cc2)c2ccccc12 | -4.1% | 2.6% | -7.9% | 3.3% | -5.8% | . | -2.6% | ? |
| O=C1CN(c2nc3ccccc3n3cnnc23)CC(=O)N1CCc1ccccc1 | 10.1% | 0.1% | -14.7% | 3.5% | -12.8% | 14.2% | -1.3% | -0.1% |
| O=C1c2ccccc2C(=O)N1Nc1ccccc1 | 0.5% | -2.0% | -1.7% | 5.4% | 2.6% | -4.8% | -9.1% | -4.8% |
| CC1CN(C(=O)Nc2cccc(C(F)(F)F)c2)CC(C)O1 (stereo not given) | -0.2% | -0.9% | -13.8% | 2.2% | -0.4% | . | -18.2% | 9.9% |
| CCOC(=O)N1CCN=C1SCc1ccc(C(F)(F)F)cc1 | -2.7% | -0.4% | -6.7% | 2.1% | -13.4% | 18.7% | 4.2% | 0.5% |
| O=C(c1cc2ccccc2oc1=O)N1CCN(Cc2ccc3c(c2)OCO3)CC1 | 1.5% | 3.1% | -3.3% | 4.9% | -8.1% | 1.7% | -0.9% | ? |
| CC1(C)Cc2nc3oc4c(NCc5ccccc5)ncnc4c3cc2CO1 | 7.7% | 1.4% | 1.9% | -3.6% | -4.3% | ? | 3.8% | ? |
| COc1cn(CC(=O)Nc2cc(C)cc(C)c2)c(CN2CCCCC2)cc1=O | . | -2.6% | -9.8% | 0.0% | -4.2% | . | -4.5% | . |

From PubChem BioAssay

Not a hit list; any-hit rate near 8.5%.
